# PLK1 PBD block: inhibitors of human PLK1 polo-box domain binding. 360,000 tested, 2.8% active. Plk1 PBD binding of FITC phosphopeptide, fluorescence polarization. Potency, µM, for the others: max response, negative = inhibition, usual class: inhibitors; further: potency means the concentration at half of the fitted maximal effect; series mostly up to about 57 µM; on the % scale 0 is the no-effect control and ±100 the full control effect; nearly all actives have a fitted effect of over 65% in size
# Target sequence (P53350 whole entry, looked up, the tested form may be a part): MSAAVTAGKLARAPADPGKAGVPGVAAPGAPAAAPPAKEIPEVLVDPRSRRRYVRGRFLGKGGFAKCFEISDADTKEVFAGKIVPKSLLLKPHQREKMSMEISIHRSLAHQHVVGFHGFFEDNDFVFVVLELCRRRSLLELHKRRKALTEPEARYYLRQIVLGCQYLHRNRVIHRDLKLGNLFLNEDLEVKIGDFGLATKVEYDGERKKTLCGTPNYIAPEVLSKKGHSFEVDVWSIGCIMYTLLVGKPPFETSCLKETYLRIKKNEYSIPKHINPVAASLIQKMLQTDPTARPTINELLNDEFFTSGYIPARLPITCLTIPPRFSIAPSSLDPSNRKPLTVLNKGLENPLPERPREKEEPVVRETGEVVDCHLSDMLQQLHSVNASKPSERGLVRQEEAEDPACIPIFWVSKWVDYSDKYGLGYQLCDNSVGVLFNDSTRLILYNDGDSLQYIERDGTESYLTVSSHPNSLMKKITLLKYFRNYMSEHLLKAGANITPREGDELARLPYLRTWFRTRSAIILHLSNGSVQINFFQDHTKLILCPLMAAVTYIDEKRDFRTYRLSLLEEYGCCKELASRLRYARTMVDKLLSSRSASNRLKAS
# WRN inhibitor: blocks human WRN helicase | WRN helicase unwinding, fluorescent forked duplex, kinetic | Q14191 | 360,000 tested, 0.46% active | Potency, µM (doses to about 114 µM), inactives show at the highest dose activity change, negative = inhibition, usual class: inhibitors; further: potency means the concentration at half of the fitted maximal effect; on the % scale 0 is the no-effect control and ±100 the full control effect; nearly all actives have a fitted effect of over 55% in size
#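 Primary qHTS, 1536-well format. 20 nM WRN + compound, 15 min RT; start with 100 nM forked fluorophore/quencher duplex, 2 mM ATP (final); kinetic read ex 525/em 598 nm.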
# PI5P4K alpha inh: PI5P4K alpha (human) kinase inhibition; PI5P4Kalpha enzyme, ADP-Glo luminescence, 60 min; stronger effect = lower value; 330,000 tested, 1.2% active; max response, %; P48426; AID 652105; active means max response of -50% or lower; inconclusive means between -30% and -50%; inactive means -30% or higher; further: value at the top dose of about 77 µM; on the % scale 0 is the no-effect control and ±100 the full control effect
# Target sequence (P48426 whole entry, looked up): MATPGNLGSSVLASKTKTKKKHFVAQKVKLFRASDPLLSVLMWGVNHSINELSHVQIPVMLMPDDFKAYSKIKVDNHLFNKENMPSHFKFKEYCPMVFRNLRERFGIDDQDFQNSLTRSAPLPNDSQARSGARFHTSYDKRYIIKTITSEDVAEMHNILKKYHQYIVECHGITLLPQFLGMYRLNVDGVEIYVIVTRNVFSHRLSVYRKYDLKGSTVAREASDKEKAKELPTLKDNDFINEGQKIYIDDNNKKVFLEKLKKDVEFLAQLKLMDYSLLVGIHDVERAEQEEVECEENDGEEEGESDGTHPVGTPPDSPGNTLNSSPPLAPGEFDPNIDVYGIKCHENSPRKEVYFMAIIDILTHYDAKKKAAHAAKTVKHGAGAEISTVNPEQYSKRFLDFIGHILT
#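 Reactions run in 0.038 M HEPES pH 7.4, 0.28 mM EGTA, 0.1% CHAPS and 5% DMSO, with PI5P4Kalpha, substrate, compound and 5 microM ATP final, one hour at room temperature. Readout is ADP-Glo luminescence.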
# EPAC1 antagonist: EPAC1 (human) antagonism | O95398 | EPAC1 GEF assay, Rap1b-BODIPY-GDP exchange fluorescence | 360,000 tested, 0.14% active | Potency, µM (doses to about 115 µM), for the others: top-dose activity change, negative = inhibition, actives largely listed as inhibitors;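 further: potency means the concentration at half of the fitted maximal effect; plate controls were vehicle for no effect and positive control for full effect; nearly all actives have a fitted effect of over 50% in size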
# CCT modulator: cytosolic chaperonin activity modulation; purified chaperonin ATPase assay, HTRF ADP detection, 30 min; activity change, % (no concentration beside the values), hits read low; 360,000 tested, 0.3% active; AID 651819; in the data active means activity change below about -30%; further: on the % scale 0 is the no-effect control and ±100 the full control effect
#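 TRiC (40 or 20 nM final, by batch activity) in 30 mM Tris pH 7.4, 100 mM KCl, 5 mM MgCl2, 1 mM DTT was treated with compound at 76 uM single dose, then 10 uM ATP, 30 min at 37 °C. ADP was read by HTRF Transcreener.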
# EPAC1 ag: agonists of human EPAC1. EPAC1 agonist qHTS, biochemical assay; response scale: 100% = response to 6.5 mM cAMP. Potency, µM (top dose mostly 154 µM), for the others: at the top dose activation, most hits filed as activators. 360,000 tested, 0.073% active. AID 720707; further: potency means the concentration at half of the fitted maximal effect; nearly all actives have a fitted effect of over 60% in size
#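 EPAC1 100 nM, Rap1B–BODIPY-GDP 250 nM, unlabeled GDP 50 uM; compound titration; 5 min RT; kinetic read ex480/em540 at 5-min intervals ×30 min; data normalized to 6.5 mM cAMP agonist control.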
# IL2 activator: IL-2 activation; 360,000 tested, 0.065% active; IL-2 activation reporter assay, cell-based qHTS; stimulated with anti-CD3/CD4/CD28 beads; in transgenic mouse T cells; AID 652025; activation, % (series mostly up to about 46 µM); in the data active means activation above about 50%; inconclusive means mostly about 30% to 49%; further: 0% is about no effect
#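 Unstimulated transgenic mouse T cells; 60-min compound exposure; bead-based TCR/CD4/CD28 stimulation; 18 h culture, 37 degrees C; dual fluorescence (EGFP, DsRed) plate cytometry.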
# EPAC2 agonist: activates human EPAC2 exchange factor. EPAC2 activation, biochemical qHTS; response scale: 100% = 6.5 mM cAMP response. Potency, µM (highest dose often 154 µM), without a hit: at the highest dose activation, hits mostly activators. 360,000 tested, 0.079% active; further: potency means the concentration at half of the fitted maximal effect; nearly all actives have a fitted effect of over 50% in size
#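 Exchange assay: 100 nM EPAC2 with 250 nM Rap1B-BODIPY-GDP and 50 uM GDP. Fluorescence (ex 480/em 540 nm) read every 5 min for 30 min at room temperature. Data normalized to 6.5 mM cAMP as agonist control.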
# The depositor's hits bear a star; u = inconclusive; x = not tested or not shown; [ ] = remark or other dose. Unless noted, the call rests on the fitted dose curve; in most records, active means well fitted curve in the direction sought with a large enough effect; inconclusive means small, poorly fitted or top-dose-only effect, or another doubt; inactive means no such curve, though single readings can be large; an effect the other way counts as inactive or inconclusive.
# Every second line gives: PLK1 PBD block	IL2 activator	PI5P4K alpha inh	WRN inhibitor	EPAC1 ag	EPAC1 antagonist	CCT modulator	EPAC2 agonist
> CCC(C)c1ccc(NC(=O)N2CCN(C(=O)C3CCCO3)CC2)cc1 (configuration not stated)
 : -2%	-3.4	0	8%	-1%	-17%	0.9	-5%
> Cc1c(NC(=O)c2ccc3c(c2)C(=O)N(CC2CCCO2)C3=O)cccc1C(=O)O (configuration not stated)
 : -2%	-2.9	-4	6%	-5%	5%	1.3	2%
> COc1cc(Cl)nn(-c2ccccc2)c1=O
 : 0%	0.6	4	-4%	-2%	-7%	-1.0	10%
> Cc1ccc(C)c(NC(=S)NCc2ccc3c(c2)OCO3)c1
 : 0%	0.0	-2	-4%	1%	-3%	-2.2	10%
> COc1cc2cnc(-c3cccnc3)cc2cc1OC
 : -4%	-0.4	0	2%	-14%	-19%	-2.2	6%
> COc1ccc(CCNC(=O)c2c(C)nn(CC(C)C)c2Cl)cc1OC
 : 2%	-2.9	6	-7%	2%	-1%	0.4	7%
> Cc1nn(C)cc1CN(C)C(=O)c1nn2c(c1Cl)NC(c1cccs1)CC2C(F)(F)F (configuration not stated)
 : -13%	-0.5	x	-8%	7%	-3%	1.2	4%
> COc1ccccc1-c1nn2c(-c3ccco3)nnc2s1
 : -28%	-1.2	x	-16%	2%	11%	1.8	5%
> O=C(C[C@@H]1C/C=C\C[C@H](NC(=O)OCC2c3ccccc3-c3ccccc32)C(=O)OC[C@@H]2CCCN2C1=O)NCCO
 : -5%	-0.1	6	-28%	-3%	1%	0.9	7%
> Cc1nc2sccn2c(=O)c1S(=O)(=O)Nc1cccc(Cl)c1C
 : -16%	-3.4	0	-1%	-4%	-7%	-2.9	7%
> O=C(CSc1nnc(NC(=O)c2ccco2)s1)Nc1ccc(F)cc1
 : -4%	0.0	-18	-5%	-11%	-21%	1.7	1%
> COCCOC(=O)C1=C(N)OC2=C(C(=O)CC(C)(C)C2)C1c1cccnc1 (configuration not stated)
 : 3%	-1.9	0	5%	-2%	6%	0.3	-7%
> Clc1ccc2nc(CSc3ccccc3)cn2c1
 : -25%	-2.3	4	-28%[57.1 µM]	-1%	u	-4.5	3%
> Nn1c(SCC(=O)Nc2ccc3c(c2)OCO3)nnc1C1CCCCC1
 : -1%	1.3	-2	2%	6%	9%	-4.2	5%
> NC(=O)c1ccc(NC(=O)CSC(=O)c2ccccc2)cc1
 : 27µM*	0.0	-16	0%	1%	14%	1.0	5%
> O=S(=O)(NCc1ccccc1)c1ccc(S(=O)(=O)N(Cc2ccccn2)C2CCCC2)cc1
 : 0%	-3.3	x	-10%[57.1 µM]	18%	-15%	-1.5	11%
> O=[N+]([O-])c1cc(Br)cc(/C=N/n2cnnc2)c1O
 : u	0.0	-23	-4%	-5%	4%	-7.7	-6%
> CCC(=O)Nc1ccc(Cl)c(NC(=S)NC(=O)c2cc3ccccc3o2)c1
 : -21%	-3.8	-1	2%	-1%	0%	-0.2	-1%
> N#CCCn1ccc(NC(=O)c2ccc(Cl)cc2)n1
 : -11%	2.5	-3	6%	-8%	-3%	0.6	12%
> COc1ccc(-c2nn(C)c(=O)c3ccccc23)cc1NC(=O)Cn1nc(C)c2ccccc2c1=O
 : 1%	-0.3	x	-10%	-2%	-18%	1.6	3%
> O=C(NP(=O)(N1CCOCC1)N1CCOCC1)C1=C(N2CCOCC2)/C(=C\c2ccccc2)CC1
 : u	-0.5	8	-23%	2%	-1%	-2.1	4%
> Cc1cc(/C=C2\C(=O)NN(c3ccccc3)C2=O)c(C)n1-c1ccccc1O
 : -4%	0.9	-16	0%	-9%	-26%	0.8	-13%
> CN(C)S(=O)(=O)c1cccc(NC(=O)COc2ccccc2C(=O)Nc2ccccc2)c1
 : 3%	-4.2	-2	-13%	7%	-2%	-2.4	12%
> COc1ccc(NC(=O)CN(C)C(=O)c2cc(-c3ccc(Cl)cc3)nc3ccccc23)cc1
 : -3%	-5.2	-4	2%	-15%	9%	0.2	5%
> C/C(CC(=O)NCc1ccco1)=N\NC(=O)CC#N
 : -7%	-1.4	1	5%	2%	-6%	0.8	9%
> CCOC(=O)C1=C(Nc2ccc(Br)cc2)CC(C)(O)C(C(=O)OCC)C1c1ccccc1 (configuration not stated)
 : -7%	-1.3	0	4%	-10%	2%	0.3	-14%
> CCCc1cc(=O)[nH]c(SCC(=O)N2CCN(c3ccccc3)CC2)n1
 : 0%	0.0	x	-2%	6%	-1%	3.2	4%
> COc1ccc(/C=C2\Oc3ccccc3C2=O)cc1
 : -3%	-0.1	-11	5%	-6%	-6%	-3.2	11%
> O=C(C1CCC1)N1CCN(S(=O)(=O)c2cccc(F)c2)CC1
 : -6%	-0.4	8	-3%	8%	6%	0.2	-2%
> COc1cc(/C=N/NC(=O)c2ccc(N3CCCC3=O)cc2)ccc1O
 : -7%	0.9	0	-1%[11.6 µM]	3%	-21%	-5.5	13%

# Only PLK1 PBD block, for some of the entries so far:
canonical_smiles | PLK1 PBD block
Cc1cc(/C=C2\C(=O)NN(c3ccccc3)C2=O)c(C)n1-c1ccccc1O | -4%
CN(C)S(=O)(=O)c1cccc(NC(=O)COc2ccccc2C(=O)Nc2ccccc2)c1 | 3%

# Carrying on:
# Every second line gives: PLK1 PBD block	IL2 activator	PI5P4K alpha inh	WRN inhibitor	EPAC1 ag	EPAC1 antagonist	CCT modulator	EPAC2 agonist
> COc1cc(-c2cc(-c3ccccc3)nc(SCC(=O)O)c2C#N)cc(OC)c1OC
 : -25%	-3.8	-4	-11%	2%	-11%	-7.7	8%
> Cc1ccccc1OCc1nc2c3cnn(C)c3ncn2n1
 : -1%	0.5	-6	-2%	14%	-7%	-1.1	1%
> c1ccc(-c2csc(-c3cccnc3)n2)cc1
 : -5%	-5.0	-9	3%	-7%	-12%	-2.9	9%
> Cc1cc(N(C)N)nc(NC(=O)NS(=O)(=O)c2ccccc2Cl)n1
 : -11%	-2.9	-15	1%	-7%	-18%	2.7	0%
> Cc1cc(Cl)c(OCCCNC2CCCC2)c(Br)c1
 : 0%	-5.1	10	5%	0%	-20%	-1.0	2%
> O=C(NCCc1csc(-c2cccc(F)c2)n1)c1ccco1
 : -12%	-2.5	5	-4%[57.1 µM]	-4%	-16%	0.0	7%
> Oc1ccc(C[C@H]2CNC(=S)N2CC2CCCN2C[C@H](Cc2ccc(O)cc2)N2C[C@H](Cc3ccccc3)N(CC3CCCCC3)C2=S)cc1 (some centres not stated)
 : -4%	0.0	-16	-3%	-30%	14%	1.5	0%
> CC(=O)c1c(C)[nH]c(C(=O)NCCc2c[nH]c3ccccc23)c1C
 : -5%	-0.4	-1	7%	0%	16%	0.2	10%
> CC(=NNC(=O)c1ccncc1)c1cccc(Cl)c1
 : 1%	-0.2	-3	2%	14%	-9%	-1.1	11%
> CC(=O)NNC(=S)NC(=O)C(c1ccccc1)c1ccccc1
 : -7%	-0.3	2	-4%	22%	-3%	-0.7	6%
> O=C(COC(=O)C12CC3CC(CC(C3)C1)C2)Nc1nccs1
 : -9%	1.9	2	3%	12%	-12%	-0.1	4%
> CC(C)(C)NC(=O)Cn1nnc(-c2ccc(Cl)cc2)n1
 : 2%	-0.4	x	-8%	-8%	-7%	0.1	4%
> COc1cc(OC)cc(-c2nnc(SCC(=O)Nc3cccc(C(=O)O)c3)s2)c1
 : -7%	0.2	-6	-28%	4%	-10%	0.6	-1%
> O=C(Nc1ccc(S(=O)(=O)N2CCCC2)cc1Cl)C1=COCCO1
 : 0%	-2.4	x	2%	-2%	8%	-11	2%
> Cc1[nH]n(C(N)=S)c(=O)c1N=Nc1ccccc1C(F)(F)F
 : 24µM*	0.9	-6	-1%	-2%	10%	-4.1	0%
> CCCn1nc(C(=O)NNC(=O)c2ccc(OC(F)F)cc2)c2ccccc2c1=O
 : -5%	2.3	0	5%	-8%	-7%	3.2	-9%
> Cc1noc(C)c1COc1cccc(C(=O)NC(C)(C)C)c1
 : -2%	0.3	1	6%	-10%	-1%	0.2	5%
> Cc1cccc(Nc2ncnc3ccc(Br)cc23)c1
 : -22%	0.1	-15	6%	2%	-28%	-1.3	11%
> COc1ccccc1NC(=O)Cn1c(=O)oc2cc(S(=O)(=O)N3CCCC3)ccc21
 : -4%	0.4	2	-5%	0%	-8%	0.2	7%
> COC(=O)Nc1c(C)nn(Cc2ccccc2C)c1C
 : -2%	-2.5	x	10%	-3%	2%	-0.7	4%
> COc1ccc(-c2n(CC(=O)OC3CC(C)CCC3C(C)C)c3ccccc3[n+]2C)cc1 (configuration not stated)
 : -5%	-1.5	3	-1%	-8%	8%	2.2	9%
> COc1ccc(CC2CCOC2=O)cc1 (configuration not stated)
 : -5%	0.3	5	-2%	3%	-14%	-0.9	5%
> Cn1nc(C(=O)NNC(=O)CCOc2ccc(C(C)(C)C)cc2)c2ccccc2c1=O
 : -5%	0.5	3	0%	-12%	u	-0.2	-18%
> CCOC(=O)N1CCN(C(=O)Cn2ccc3c(OC)cccc3c2=O)CC1
 : -14%	-2.4	5	-21%	-28%	4%	1.5	0%
> CC(C)(C)C1c2[nH]c3ccccc3c2CCN1CCCn1cccn1 (configuration not stated)
 : -4%	-0.4	10	-11%	3%	-4%	-3.0	2%
> Cc1c(N2C(=O)CSC2=S)c(=O)n(-c2ccccc2)n1C
 : 0%	-0.6	2	-19%	3%	-1%	1.1	2%
> Cc1ccc2c(c1)sc1nc(=O)n(-c3cccc(Cl)c3)c(=O)n12
 : 1%	-2.9	0	18%	3%	7%	1.9	-6%
> O=C(CSc1nnc(-c2ccncc2)o1)NCc1ccccc1
 : -22%	-1.4	-5	13%	-11%	u	-2.0	6%
> CCc1nn(CC(=O)NC(C)CCc2ccccc2)c(=O)c2cc3cc(F)ccc3n12 (configuration not stated)
 : -9%	0.2	-7	3%	14%	0%	-1.5	6%
> Cc1ccc(CNC(=O)C2CC(c3cccc([N+](=O)[O-])c3)=NO2)cc1 (configuration not stated)
 : -14%	0.7	-1	2%	-10%	-3%	-0.7	9%
> O=S(=O)(c1ccc(Oc2ncnc3scc(-c4ccccc4)c23)cc1)N1CCOCC1
 : -11%	-3.1	u	-3%	9%	11%	-0.2	8%
> CCC1CN(C(=O)NCc2ccccc2)c2cc(C)ccc2O1 (configuration not stated)
 : 3%	-4.7	7	-3%	-5%	-3%	-1.9	11%
> O=C(CNC(=O)C12CC3CC(CC(C3)C1)C2)N1CCCC(C(F)(F)F)C1 (configuration not stated)
 : -7%	3.2	2	4%	13%	8%	-1.1	8%

# Source: PubChem

# These rows are one share of the data; the hit share may differ from the screen's.
